MCF10A rereplic – A quantitative high throughput screen for small molecules that induce DNA re-replication in MCF 10a normal breast cells | MCF 10A DNA re-replication, Hoechst nuclear intensity, 48 h | Potency, µM (highest dose often 46.1 µM), for inactives: at the top dose activity, positive = re-replication, actives largely listed as activators | 2.9% of 350,000 active; note: potency is the fitted concentration of half-maximal effect; % of control where 0% means no effect; nearly all actives have a fitted effect of over 50% in size
IL1B secr inh – qHTS for Inhibitors of Inflammasome Signaling: IL-1-beta AlphaLISA Primary Screen. THP-1 LPS/ATP IL-1B secretion, AlphaLISA, 16 h; hits give low values. activity change, % at 57.5 µM. 4.7% of 360,000 active. AID 743279, 2014; in the data active = activity change below about -50%; inconclusive = mostly about -30% to -49%; note: % is set by controls: 0 for no effect and ±100 for the full control effect
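Secreted IL-1B measured by AlphaLISA bead assay after 16 h compound exposure of THP-1 cells; compounds (final up to 57.5 uM) added 1 h before LPS (250 ng/mL) and ATP (1.25 mM) stimulation; lower signal means less secretion.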
HT1080 IDH1KD tx – qHTS for induction of synthetic lethality in tumor cells producing 2HG: qHTS for the HT-1080-IDH1KD cell line; HT-1080 IDH1 knockdown viability, ATP luminescence, 48 h; Potency, µM (highest dose often 46.1 µM), for the others: at the highest dose activity, negative = toxicity, actives largely listed as cytotoxic; 2% of 360,000 active; AID 686971, 2013;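 note: potency is the fitted concentration of half-maximal effect; 0% = DMSO wells and -100% = cell-free medium wells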
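HT-1080-IDH1KD cells (IDH1 knocked down), 750/well in RPMI with 5% FBS, treated with compound 48 h at 37 degrees C. Viability by CellTiter-Glo luminescence, normalised to DMSO and no-cell wells; concentration-response curves classed.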
HT1080-NT tox – qHTS for induction of synthetic lethality in tumor cells producing 2HG: qHTS for the HT-1080-NT fibrosarcoma cell line; HT-1080-NT fibrosarcoma viability, CellTiter-Glo ATP luminescence, 48 h; Potency, µM (titrated, usually from 46.1 µM), for the others: at the highest dose activity, negative = less viability, actives largely listed as cytotoxic; 1.6% of 360,000 active; AID 686970, 2013;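 note: NT is the 2HG producing partner of a matched IDH1 knockdown line; potency is the fitted concentration of half-maximal effect; 0% = DMSO-treated cells and -100% = media-only wells without cells; nearly all actives have a fitted effect of over 55% in size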
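750 cells/well, RPMI + 5% FBS; 2 h settle, compound pin-transfer, 48 h at 37 degrees C. CellTiter-Glo 10 min RT, luminescence. Normalized to DMSO and media-only wells.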
KB-3-1 cytotox – qHTS assay for MDR1-selective chemotherapeutics: Primary screen using the parental adenocarcinoma cell KB-3-1. KB-3-1 viability, CellTiter-Glo ATP luminescence, 72 h. Potency, µM (titrated, usually from 46.1 µM), for inactives: at the highest dose activity change, negative = cytotoxic, most hits filed as cytotoxic. 1.4% of 400,000 active. AID 1347075, 2019; note: potency is the fitted concentration of half-maximal effect; % is set by controls: 0 for no effect and ±100 for the full control effect; nearly all actives have a fitted effect of over 60% in size
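72 h, 37 °C compound treatment of KB-3-1 parental cells; CellTiter-Glo added, 10 min, luminescence read. Data corrected against DMSO-only plates and normalized before curve fitting.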
KB-V1 MDR tox – qHTS assay for MDR1-selective chemotherapeutics: Primary screen using the drug-selected MDR subline cells KB-V1; Potency, µM (top dose mostly 46.1 µM), without a hit: at the highest dose activity change, negative = cytotoxicity, usual class: cytotoxic; KB-V1 MDR cells viability, CellTiter-Glo, 72 h; 3.4% of 400,000 active; note: potency is the fitted concentration of half-maximal effect; % is set by controls: 0 for no effect and ±100 for the full control effect; nearly all actives have a fitted effect of over 60% in size
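KB-V1 MDR subline cells in DMEM (phenol-red free, 10% FBS) exposed to compounds in qHTS concentration series for 72 h at 37 degrees C. Viability read by CellTiter-Glo luminescence; concentration-effect curves fitted after normalization and correction.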
SW480 rereplic – A quantitative high throughput screen for small molecules that induce DNA re-replication in SW480 colon adenocarcinoma cells. SW480 DNA re-replication, Hoechst DNA content imaging, 48 h. Potency, µM (highest dose often 46.1 µM), for inactives: top-dose re-replication activation, actives largely listed as activators. 1.8% of 340,000 active; note: potency is the fitted concentration of half-maximal effect; % of control where 0% means no effect; nearly all actives have a fitted effect of over 55% in size
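Hoechst fluorescence of nuclei (405 nm excitation, 500-530 nm emission) measured by plate-scanning imager after 48 hr compound exposure at 37 C; re-replication scored as increased number of nuclei with elevated intensity.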
ATXN viability – Viability Counterscreen for Primary qHTS for Inhibitors of ATXN expression; S2 cells (HEK-293 line with an ATXN2-luciferase reporter) viability, CellTiter-Fluor protease fluorescence, 24 h; Potency, µM (titrated, usually from 56.7 µM), actives largely listed as cytotoxic; 0.49% of 400,000 active; note: potency is the fitted concentration of half-maximal effect; nearly all actives have a fitted effect of over 40% in size
ATXN2 expr inh – Primary qHTS for Inhibitors of ATXN expression. HEK-293 ATXN2-luciferase reporter, luminescence, 24 h. Potency, µM (top dose mostly 57 µM), inactives show at the highest dose activity change, negative = inhibition, actives largely listed as inhibitors. 0.72% of 360,000 active; note: potency is the fitted concentration of half-maximal effect; % is set by controls: 0 for no effect and ±100 for the full control effect; nearly all actives have a fitted effect of over 55% in size
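ATXN2-luciferase reporter cells (luciferase flanked by upstream and downstream ATXN2 gene portions) were treated 24 h at 37 °C with compounds at up to 57 uM. SteadyGlo luminescence gave expression; GF-AFC fluorescence gave viability.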
* = called active by the depositor; i = inactive; ? = inconclusive; / = no result given; & = joins results of further samples; [ ] = dose if it differs, or a comment. Unless noted, calls come from the whole dose curve; as a rule, active = well fitted curve in the direction sought with a large enough effect; inconclusive = small, poorly fitted or top-dose-only effect, or another doubt; inactive = no such curve, though single readings can be large; an effect the other way counts as inactive or inconclusive.

The line under a structure holds: SW480 rereplic	MCF10A rereplic	HT1080-NT tox	ATXN2 expr inh	KB-3-1 cytotox	KB-V1 MDR tox	ATXN viability	HT1080 IDH1KD tx	IL1B secr inh
Cn1c(=O)c(=O)n(C)c2cc(S(=O)(=O)NCc3ccc(Cl)cc3)ccc21
  -95.4%[inhibitor]	?	-0.4%	/	1.0%	2.9%	i	2.7%	-1.8
CCCCNC(=O)N1CCN(c2ccccc2OCC)CC1
  -5.2%	5.4%	10.4%	-4.7%[11.3 µM]	18.6%	-27.9%	i	6.1%	-1.6
CC(=O)NC12CC3CC(C1)CC(C(=O)Nc1cccc(S(=O)(=O)N4CCCCCC4)c1)(C3)C2
  -0.3%	15.4%	3.8%	-10.6%	-17.5%	14.6µM*	?	7.8%	-13.4
Cc1ccc(C(O)c2ncc(-c3ccccc3F)[nH]2)cc1F (centres undefined)
  /	/	1.0%	6.5%	0.0%	3.7%	i	-8.3%	0.4
Oc1ccccc1N=Nc1nc(-c2ccccc2)c(-c2ccccc2)[nH]1
  ?	?	?	?	-6.2%	0.92µM*	/	?	-9.4
CN1CCC(=O)N([C@H](COc2ccccc2)Cc2ccccc2)CC1
  1.6%	-6.8%	0.0%	2.2%	-2.8%&5.0%	?	i	-5.5%	21.2
O=[N+]([O-])c1ccc(Oc2ccc(S(=O)(=O)N3CCOCC3)cn2)cc1
  -8.4%	5.6%	-1.4%	-5.9%	0.5%	?	i	-3.9%	7.1
CC(C)CC(=O)Nc1ccc2oc(-c3cccnc3)nc2c1
  2.3%	-2.5%	8.7%	29.0%	0.8%	-17.6%	i	7.0%	-20.9
Cc1nn(-c2ccccc2)c(C)c1/C=N\NS(=O)(=O)c1ccc(Cl)cc1
  -0.1%	-3.9%	2.8%	2.3%	12.1%	-0.6%	i	3.7%	8.1
COc1ccc(-c2onc3ccc(C(=O)/C=C/N(C)C)cc23)cc1
  16.4µM*	18.4µM*	-18.6%	-12.6%	?	?	i	0.5%	-3.2
NC(=O)CSc1c[nH]c2ccccc12
  -1.4%	-1.8%	-12.3%	3.7%	2.0%	11.8%	i	-11.2%	11.3
CC(C)(C)CNC(=O)c1cccc2c1C(=O)c1ccc(-c3cc4ccccc4o3)cc1S2(=O)=O
  -6.8%	-17.2%	0.0%	-10.1%	3.4%	16.5%	i	5.1%	21.8
O=C(CC1C(=O)NCCN1Cc1ccccc1C(F)(F)F)NCCN1CCOCC1 (centres undefined)
  -6.9%	-1.0%	14.8%	4.4%	-1.4%	12.4%	i	21.6%	5.5
Cc1cc(NC(=O)C2CC(=O)N(c3cccc(Cl)c3)C2)no1 (centres undefined)
  -19.2%	-15.5%	-15.9%	-18.0%	-2.1%	-13.3%	i	-3.7%	19.4
CCOC(=O)c1ccccc1NC(=O)CSc1nc2cn(CC)nc2c(=O)n1Cc1ccc(Cl)cc1
  /	/	/	-0.1%	-10.9%	-11.4%	i	/	/
CSc1nn(Cc2cccc(F)c2)c(N(C(C)=O)C(C)=O)c1S(=O)(=O)c1ccccc1
  /	/	/	?	20.3%	3.7%	17.8µM*	/	/
CCCN(CC(=O)Nc1ccccc1OC)C(=O)CNC(=O)c1ccc(C)s1
  8.6%	?	14.0%	-3.9%	-7.5%	-16.2%	i	10.1%	-0.3
Cc1cccc(N2CN(Cc3cccnc3)CNC2=S)c1C
  ?	-4.3%	0.7%	1.4%	18.4%	-0.4%	i	2.9%	7.5
CCOc1cccc(-c2cc(NCCc3ccccn3)n3nccc3n2)c1
  /	/	5.3%	2.5%	0.0%	-5.3%	i	17.6%	5.7
CC(C)CNC(=O)c1ccccc1NC(=O)c1ccc(CN2CCOCC2)cc1
  0.3%	0.9%	-1.2%	1.1%	4.1%	?	i	-3.7%	-5.7

SW480 rereplic, entries above that show a hit
molecule | SW480 rereplic | IL1B secr inh
COc1ccc(-c2onc3ccc(C(=O)/C=C/N(C)C)cc23)cc1 | 16.4µM* | -3.2

Additional results
The line under a structure holds: SW480 rereplic	MCF10A rereplic	HT1080-NT tox	ATXN2 expr inh	KB-3-1 cytotox	KB-V1 MDR tox	ATXN viability	HT1080 IDH1KD tx	IL1B secr inh
O=C(N/N=C/c1ccoc1)c1ccccc1
  -13.9%	-27.0%	2.0%	15.8%	8.3%	8.5%	i	2.6%	1.2
C/C(CC(O)(/C=N/O)c1ccccc1)=N\O (centres undefined)
  0.5%	-2.9%	6.9%	5.9%	3.0%	5.3%	?	12.4%	-9.1
C#CCn1cc(CNC[C@H]2O[C@@H](n3cnc4c(=O)[nH]c(N)nc43)[C@H](O)[C@@H]2O)c2ccccc21
  /	/	15.9%	0.2%	0.0%	4.0%	i	16.0%	11.0
O=C(NCc1ccco1)c1ccc2c(c1)N(Cc1ccc(Cl)cc1)C(=O)c1ccccc1S2(=O)=O
  /	/	/	-3.0%	-4.4%	27.1%	i	/	/
O=c1c2ccccc2cnn1Cc1n[nH]c(=S)n1-c1ccc(F)c(Cl)c1
  1.6%	13.9%	-1.5%	33.2%	9.1%	5.0%	i	3.0%	18.6
O=c1cc(CNC2CCCCC2)c2ccccc2[nH]1
  -5.2%	1.2%	-4.4%	?	1.2%	9.8%	?	-0.3%	-7.5
O=S(=O)(c1ccc(Cl)cc1)N1CCC(O)(CN2CCN(Cc3ccccc3)CC2)CC1
  -0.4%	20µM*	-9.7%	?	-3.4%	-11.3%	i	-9.3%	-52.9*
O=C(c1cccs1)N1CCN(Cc2nc3ccccc3c(=O)[nH]2)CC1
  3.7%	1.1%	-0.1%	2.5%	-4.4%	-15.7%	i	0.9%	3.0
COC12NC(=O)N(C)C1(OC)C(=O)N(C)C(=O)N2C (centres undefined)
  0.651µM*	?	1.9%	-13.0%	3.9%	-7.6%	i	22.9%	6.3
Cc1sc2nc(SCC(=O)NCCO)n(C)c(=O)c2c1C
  1.5%	-0.1%	7.4%	5.3%	0.6%	?	i	1.6%	8.4
C[C@@H]1CN([C@@H](C)CO)C(=O)CCCn2cc(nn2)CO[C@H]1CN(C)C(=O)c1cc(-c2ccccc2)on1
  /	/	0.8%	0.2%	-2.0%	-10.6%	i	-1.5%	7.0
NC(=O)C1(N2CCCCC2)CCN(C(=O)CSc2nc3ccccc3[nH]2)CC1
  -0.4%	-1.9%	-2.3%	-7.1%	-3.8%	5.9%	i	-0.5%	-9.7
COc1ccc(N2CCN(CC(=O)NC(=O)NCc3ccccc3)CC2)cc1
  -5.9%	1.6%	-4.4%	-7.8%	8.4%	-2.2%	i	-1.6%	4.7
COc1ccc(-c2cc(C(=O)N3CCN(c4ccccc4O)CC3)c3ccccc3n2)cc1
  1.6%	-3.2%	0.2%	/	-3.6%	?	i	7.3%	?
CCN(CC)c1c(C)nc2ccc(C(=O)Nc3cc(-c4ccccc4)ccc3OC)cn12
  /	/	?	?	-19.3%	?	i	?	?
CCc1ccc(C(O)c2ncc(-c3ccccc3OC)[nH]2)cc1 (centres undefined)
  /	/	0.1%	2.7%	-0.4%	-23.8%	i	-11.4%	33.4
COc1ccc(NC(=O)C2Cc3c(-c4ccc5c(c4)OCO5)ccnc3O2)cc1OC (centres undefined)
  /	/	?	?	?	-23.1%	2.51µM*	16.4µM*	-7.4
COc1ccc(S(=O)(=O)N2CCN(c3ccccc3OC)CC2)cc1OC
  0.8%	0.1%	0.6%	-12.9%	16.8%	-25.8%	i	-8.5%	-1.7
COc1ccc(C(=O)N/N=C\c2coc3ccc(C)cc3c2=O)cc1
  3.3%	2.1%	-24.2%	-6.5%	-1.6%	-5.7%	i	?	-11.5
COc1ccccc1NC(=O)N(C)C[C@H]1OCc2cnnn2CCCC(=O)N([C@H](C)CO)C[C@@H]1C
  /	/	1.0%	-3.4%	4.7%	2.3%	i	-0.2%	14.9
O=C(NC(=S)NCCC1=CCCCC1)c1ccco1
  1.3%	-6.4%	8.7%	28.3%	0.6%	?	i	2.7%	-11.0
CCCSc1nc2c(c(=O)[nH]1)C(c1ccc(O)c(OCC)c1)CC(=O)N2 (centres undefined)
  /	/	/	-7.5%	-6.4%	-4.5%	i	/	/
C/C(O)=C\c1nc(=O)c2c(C)cc(C)nc2n1-c1ccccc1
  -6.6%	10.5%	6.2%	-2.8%	-7.7%	10.6%	i	8.2%	11.7
O=S1(=O)c2c(F)cccc2O[C@@H](COCc2ccccc2)CN1CCc1ccc(F)cc1
  4.0%	?	-1.1%	5.0%	0.0%	0.0%	i	3.6%	16.2
CC1CCCCN1Cc1c(O)ccc2c(=O)c(-c3ccc(Br)cc3)coc12 (centres undefined)
  -19.1%	?	2.4%	-9.2%	0.0%	18.0%	i	-2.3%	?
COC(=O)c1ccc(NC(=O)C2CCCN(S(C)(=O)=O)C2)cc1 (centres undefined)
  6.6%	0.7%	-9.8%	-12.9%	5.9%	?	i	12.5%	1.9
CC(NC(=O)c1cc(COc2c(F)cccc2F)on1)c1cnn(-c2ccccc2)c1 (centres undefined)
  8.3%	6.0%	4.1%	/	-2.0%	-20.1%	?	0.3%	?
CN(C)c1nc(Cl)nc(NCCOc2ccccc2)n1
  1.8%	-37.6%[inhibitor]	5.0%	0.3%	1.8%	-29.6%	i	20.7%	10.1

Screening data deposited in PubChem BioAssay by National Center for Advancing Translational Sciences (NCATS).
